From PubChem
aSyn rescue: rescues yeast growth from alpha-synuclein toxicity. Potency, µM (doses to about 46.1 µM), for the others: top-dose growth rescue (activation), actives largely listed as activators. Yeast expressing alpha-synuclein, growth rescue, BacTiter-Glo, 24 h. hit rate 0.14% among 370,000; further: potency means the concentration at half of the fitted maximal effect; % of control where 0% means no effect; nearly all actives have a fitted effect of over 65% in size
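Rescue of yeast growth: cells expressing toxic alpha-synuclein, induced in galactose at OD600 0.02, incubated with compound 24 h at 30 C. ATP luminescence quantified growth; inhibitors of toxicity appear as activators.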
Abeta rescue: A-beta toxicity reversal in yeast | AID 1347071 | Potency, µM (top dose mostly 46.1 µM), without a hit: at the top dose growth rescue, usual class: activators | yeast expressing A-beta42, growth rescue, OD600, 48 h; response scale: 0% DMSO, 100% iron-clioquinol control | hit rate 0.063% among 410,000; further: potency means the concentration at half of the fitted maximal effect; nearly all actives have a fitted effect of over 55% in size
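Growth rescue measured by 600 nm absorbance after 48 h yeast culture at 30 C with compound. Values normalized between DMSO and an equimolar ferric chloride plus clioquinol control.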
FUS yeast rescue: FUS proteinopathy suppression in yeast. S. cerevisiae FUS-expressing, growth rescue, OD600, 24 h. Potency, µM (highest dose often 76.6 µM), inactives show top-dose growth rescue (activation), hits mostly activators. hit rate 0.24% among 390,000. AID 1347120;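 further: potency means the concentration at half of the fitted maximal effect; plate controls were DMSO vehicle for no effect and reference control for full effect; nearly all actives have a fitted effect of over 55% in size; some results filed as inactive show a strong effect at the top dose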
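Toxicity suppression screen in FUS-yeast. Cells induced with 2% galactose, starting OD 0.005, treated 24hr at 30C with compounds at multiple final concentrations; growth by OD600.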
PTHR1 agonist: activates the human parathyroid hormone receptor PTHR1. Q03431. HEK293 GP2 PTHR1 cells, GloSensor cAMP luminescence, 1 h. Potency, µM (highest dose often 115 µM), for the others: at the top dose activation, usual class: activators. hit rate 0.075% among 410,000; further: potency means the concentration at half of the fitted maximal effect; nearly all actives have a fitted effect of over 55% in size; some results filed as inactive show a strong effect at the top dose; inactives centre near -15; many of its hits are not listed in these tables
Target sequence (Q03431 whole entry, looked up): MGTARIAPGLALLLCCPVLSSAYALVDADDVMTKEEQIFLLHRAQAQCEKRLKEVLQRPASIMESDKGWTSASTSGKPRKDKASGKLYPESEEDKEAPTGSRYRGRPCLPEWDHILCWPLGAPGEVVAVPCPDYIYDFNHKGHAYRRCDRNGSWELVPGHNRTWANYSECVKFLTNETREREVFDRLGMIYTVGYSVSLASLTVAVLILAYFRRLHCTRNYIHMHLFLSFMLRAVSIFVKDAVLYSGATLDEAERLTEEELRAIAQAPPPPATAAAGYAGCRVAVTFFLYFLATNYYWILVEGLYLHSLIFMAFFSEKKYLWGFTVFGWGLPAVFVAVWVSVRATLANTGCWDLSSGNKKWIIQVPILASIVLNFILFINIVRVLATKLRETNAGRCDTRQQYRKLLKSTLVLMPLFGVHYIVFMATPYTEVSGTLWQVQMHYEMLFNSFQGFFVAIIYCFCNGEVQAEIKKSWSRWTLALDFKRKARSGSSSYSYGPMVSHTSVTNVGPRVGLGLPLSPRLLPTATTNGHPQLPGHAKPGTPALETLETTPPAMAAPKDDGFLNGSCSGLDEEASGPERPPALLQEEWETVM
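HEK-293-derived GP2 cells expressing PTHR1 and a GloSensor cAMP reporter, 3,000/well, plated overnight, given luciferin plus IBMX (each 0.5 mM as added) for 1 h at 37 °C, then compound for 1 h at 37 °C. Luminescence was read after 15 min at room temperature.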
GLP1R inv ag: acts as inverse agonist at human GLP-1 receptor | Potency, µM (doses to about 38.3 µM), without a hit: at the highest dose activity change, negative = inhibition, most hits filed as inhibitors | AID 624417 | HEK293 GLP-1R CRE-luciferase, luminescence, 24 h; GLP-1R form is constitutively active | P43220 | hit rate 1.6% among 410,000; further: potency means the concentration at half of the fitted maximal effect; on the % scale 0 is the no-effect control and ±100 the full control effect; nearly all actives have a fitted effect of over 55% in size
Target sequence (P43220 whole entry, looked up): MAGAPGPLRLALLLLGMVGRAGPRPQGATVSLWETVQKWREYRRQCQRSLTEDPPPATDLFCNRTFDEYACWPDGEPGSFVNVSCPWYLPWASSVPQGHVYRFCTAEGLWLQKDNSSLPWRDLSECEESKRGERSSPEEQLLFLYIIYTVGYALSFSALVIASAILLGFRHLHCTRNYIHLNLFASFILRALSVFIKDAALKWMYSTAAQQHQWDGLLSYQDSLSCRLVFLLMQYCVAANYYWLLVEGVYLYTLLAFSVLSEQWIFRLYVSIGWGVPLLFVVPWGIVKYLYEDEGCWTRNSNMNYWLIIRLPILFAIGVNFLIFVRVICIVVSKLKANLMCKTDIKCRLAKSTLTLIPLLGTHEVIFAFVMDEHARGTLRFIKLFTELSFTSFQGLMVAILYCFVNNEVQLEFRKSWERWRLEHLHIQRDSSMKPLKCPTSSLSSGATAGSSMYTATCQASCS
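qHTS in 1536-well format: reporter HEK293 cells expressing constitutive GLP-1R activity in DMEM + 10% Nu serum, 24 hr with compounds at 37 deg C, luminescence read after 12 min with detection reagent.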
HEK293 tox: cytotoxicity in counter-screen for GLP-1R inverse agonists; HEK293 cAMP-luciferase reporter cells, luminescence, 24 h; Potency, µM (series often up to 38.3 µM), inactives show top-dose activity change, negative = inhibition, most hits filed as inhibitors; hit rate 0.13% among 410,000; AID 624418;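 further: loss of luciferase light is scored as toxicity; potency means the concentration at half of the fitted maximal effect; on the % scale 0 is the no-effect control and ±100 the full control effect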
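Here, cytotoxicity is scored as loss of luminescence. The MLSMR collection was tested on cells seeded in medium containing 10% Nu serum, with a 24 hr compound exposure preceded by 12 hours of culture.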
TDP43 rescue: TDP-43 toxicity inhibition in yeast | TDP-43 expressing yeast growth rescue, BacTiter-Glo, 24 h | Potency, µM (top dose mostly 46.1 µM), for inactives: at the top dose growth rescue (activation), hits mostly activators | hit rate 1.8% among 410,000 | AID 652104; further: potency means the concentration at half of the fitted maximal effect; % of control where 0% means no effect; nearly all actives have a fitted effect of over 50% in size
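Yeast expressing TDP-43 (pregrown in raffinose, seeded at OD600=0.02 in galactose medium) exposed to compounds 24 hr at 30 deg C. Growth read by BacTiter-Glo luminescence; rescue of toxicity appears as increased signal.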
MmCpn inh: blocks the Methanococcus maripaludis chaperonin Mm-Cpn. hit rate 0.031% among 330,000. purified Mm-Cpn ATPase, ADP Transcreener TR-FRET. Potency, µM (highest dose often 76.9 µM), for the others: at the top dose activity, negative = inhibition, most hits filed as inhibitors; further: potency means the concentration at half of the fitted maximal effect; on the % scale 0 is the no-effect control and ±100 the full control effect; nearly all actives have a fitted effect of over 80% in size
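25 nM Mm-CPN + cpd, 10 min 37°C; + 10 uM ATP, 30 min 37°C; buffer 30 mM Tris pH 7.4, 100 mM KCl, 5 mM MgCl2, 1 mM DTT; Transcreener ADP HTRF detection 30 min RT.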
pAkt inh: inhibitors of Akt phosphorylation; Neuro2A IGF-stimulated pAkt S473 HTRF, 20 min; stronger effect = lower value; activity change, % for hits at 50 µM; hit rate 0.32% among 360,000; in the data active means activity change below about -80%; inconclusive means mostly about -51% to -80%; further: on the % scale 0 is the no-effect control and ±100 the full control effect
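Neuro2A cells in DMEM with 0.5% FBS, overnight at 37 deg C, given compound at single 50 µM final, then IGF (6 nM final) for 20 min at 37 deg C. Lysed; phospho-Akt Ser473 by HTRF after 24 h, 665/615 ratio.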
* = called active by the depositor; i = inactive; u = inconclusive; x = no result given; [ ] = another dose, or the depositor's remark. Unless noted, the call rests on the fitted dose curve; in most records, active means well fitted curve in the direction sought with a large enough effect; inconclusive means small, poorly fitted or top-dose-only effect, or another doubt; inactive means no such curve, though single readings can be large; an effect the other way counts as inactive or inconclusive.

SMILES	aSyn rescue	Abeta rescue	FUS yeast rescue	PTHR1 agonist	GLP1R inv ag	HEK293 tox	TDP43 rescue	MmCpn inh	pAkt inh
Cc1ccc(C)c2c1sc(=NC(=O)CN1C(=O)CCC1=O)n2C	-5%	2%	-14%	i	7%	-5%	23%	1%	i
Cc1ccc(S(=O)(=O)c2[nH]c(-c3ccccc3)nc2SCC(=O)O)cc1	x	-22%	16%	u	11%	4%	4%	x	x
Cc1ccc(Cl)cc1N1CCN(S(=O)(=O)c2ccc3c(c2)CCN3C(=O)C2CCC2)CC1	x	-1%	27%	-4%	-1%	7%	9%	x	x
CN(C)/C=N/c1nc(-c2ccc3ccccc3c2)cs1	2%	-3%	24%	-22%	u	-12%	u	1%	i
COCCOC(=O)c1sc(=S)n(CCOC)c1N	-17%	-10%	28%	i	0%	9%	-10%	-3%	i
Cc1cccn2cc(CCNS(=O)(=O)c3ccc4c(c3)OCCO4)nc12	-2%	-3%	-11%	i	0%	0%	13%	-1%	i
CCOC(=O)C1=CC[C@H]2c3c(c4ccccc4n3C)C(=O)C1N2C(=O)OC(C)(C)C	0%	0%	u	-21%	-13%	-19%	0%	-1%	i
CC12CCC(C(=O)NCCc3ccccc3)(OC1=O)C2(C)C (stereo not drawn)	0%	-3%	17%	i	-4%	-4%	10%	-3%	i
O=C(C(Br)=Cc1ccccc1)c1ccccc1	17%	-51%[inhibitor]	x	-94%[inhibitor]	u	u	u	x	i
COC(=O)C1SCC2C(=O)N(Cc3ccc(Cl)cc3)CC(=O)N21 (stereo not drawn)	-1%	-7%	9%	-8%	5%[7.66 µM]	3%[7.66 µM]	-13%[9.22 µM]	-1%	i
COCCN1C(=O)C(=O)/C(=C(/O)c2cccc(OC)c2)C1c1ccco1 (stereo not drawn)	-1%	-6%	16%	i	8%	-2%	9%	-2%	i
COc1ccc2nc(N/C(N)=N/C(=S)Nc3c(C)cccc3C)nc(C)c2c1	-10%	6%	-1%	-14%	19%	-7%	6%	1%	i
O=C1NC(=S)NC1=Cc1ccco1	-2%	3%	20%	9%	9%	-2%	-32%[inhibitor]	x	i
CCCCCCOC(=O)Cc1c(C)nc(N)[nH]c1=O	-2%	-15%	15%	i	58%[activator]	-4%	-4%	0%	i
Cc1cc(C)cc(OCC(=O)OCC(=O)NCCC2=CCCCC2)c1	11%	24%	23%	-19%	-3%	1%	-13%	-6%	i
CN(CC1CCOCC1)C(=O)CC1C(=O)NCCN1Cc1ccc(Cl)c(F)c1 (stereo not drawn)	-7%	1%	-17%	-5%	9%	1%	8%	3%	i
CCSc1nc2c(cnn2-c2ccc(C)c(C)c2)c(=O)[nH]1	-1%	-6%	-28%	14%	54%[activator]	-3%	12%	1%	i
O=C(CCn1c(=S)[nH]c2cc3c(cc2c1=O)OCO3)NCc1ccc(Cl)cc1	0%	-7%	-31%	-21%	17%	5%	7%	-3%	i
COc1ccc(CCCC(=O)NCCc2ccccc2)c(C)c1	1%	17%	5%	-20%	-12%	2%	u	-1%	i
CC(C)C[C@H]1CN([C@@H](CC(C)C)CN2CCC[C@@H]2CN2C(=O)C(=O)NC[C@@H]2Cc2ccccc2)C(=O)C(=O)N1CC1CCCCC1	2%	-8%	22%	-14%	15%	-1%	6%	x	i
COc1ccc(CNC(=O)C2(C)Cc3ccccc3C(=O)O2)cc1 (stereo not drawn)	3%	-7%	-23%	i	-2%	-8%	-2%	-2%	i
COc1ccc(NC(=O)CSc2ccc3c4c(cccc24)C(=O)c2ccccc2-3)cc1	6%	21%	23%	i	6%	8%	2%	u	i
COc1ccccc1N1CCN(S(=O)(=O)c2ccc3c(c2)NC(=O)CS3)CC1	5%	x	u	-24%	-25%	-5%	4%	1%	i
CCCCCCCCN1C(=O)[C@H](CC(=O)NCCC(C)C)C[C@@]2(C(=O)OC)CCCCC=C12	28%	-1%	u	-40%	u	-9%	-2%	x	i
O=C(COC(=O)c1ccccc1O)Nc1ccc2ccccc2c1	-8%	-16%	-6%	i	u	-6%	-3%	1%	i
COc1ccccc1OCCNC(=O)c1ccc(C)o1	1%	10%	0%	-42%[inhibitor]	20%	-4%	-15%	1%	i
O=C(CN(CC1CCCO1)C(=O)CCC(=O)Nc1nccs1)NCc1ccc2c(c1)OCO2 (stereo not drawn)	-1%	2%	x	i	0%	-7%	-2%	-1%	i
CCN(CC)S(=O)(=O)c1ccc(-c2nnc(SCC(=O)N3CCc4ccccc43)o2)cc1	0%	5%	25%	i	18%	16%	-9%	-2%	i
CCOc1ccc2[nH]c(=O)c(CN(CC3COCCO3)C(=O)c3ccc(C)cc3)cc2c1 (stereo not drawn)	5%	15%	-8%	-41%[inhibitor]	12%	-7%	26%	4%	i
O=C(Nc1cc(Sc2ccccn2)cc([N+](=O)[O-])c1)c1cccc(F)c1	3%	22%	x	-15%	u	-27%	22µM*	-14%	i
Cc1ccc(C(=O)c2cc([N+](=O)[O-])ccc2N2CC(C)OC(C)C2)cc1 (stereo not drawn)	-5%	3%	u	-51%[inhibitor]	u	u	9%	0%	i
O=C(c1ccc2c(=O)n(Cc3ccccc3Cl)c(=S)[nH]c2c1)N1CCOCC1	4%	11%	-9%	-21%	3%	0%	14%	-8%	i
O=C(CSc1cccc2cccc(Cl)c12)NCc1cccs1	9%	16%	21%	-1%	u	22%	-2%[0.397 µM]	-9%	i
Cc1nnc(NC(=O)CSc2nnc(C)c(=O)n2N)s1	-5%	16%	-13%	i	16%	-3%	8%	-1%	i
C=CCOC(=O)C1=C(C)OC(N)=C(C#N)C1c1ccc2c(c1)OCO2 (stereo not drawn)	3%	-4%	1%	i	14%	-2%	9%	1%	i
CCCCN1CC(N(C)CCN(C)C)CS1(=O)=O (stereo not drawn)	-1%	-8%	-10%	-25%	29%	4%	22%	x	i
COc1ccc2cc(-c3cc(C(=O)O)c4ccccc4n3)ccc2c1	-25%	-83%[inhibitor]	30%	-12%[57.5 µM]	2.2µM*	14%	15%	-1%	i
O=C(CSc1nnc(CNc2ccc(Cl)cc2)o1)Nc1nc2c(s1)CCCC2	-5%	29%	35µM*	-17%[57.5 µM]	u	-13%	19%	1%	i
COCCNc1c([N+](=O)[O-])c(=O)n(-c2ccccc2)c2ccccc12	2%	0%	19%	i	16%	-1%	14%	-2%	i
COC(=O)c1sc(NC(C)=O)c(C(=O)OC)c1C	u	-9%	-1%	-6%[57.5 µM]	24%	-7%	-13%	-2%	i
CCOC(=O)c1cnn(-c2ccc(NS(=O)(=O)c3ccc(Cl)cc3)cc2)c1C(F)(F)F	-14%	-3%	36%	-11%	u	u	u	-2%	i
COc1ccc(-c2ccc(C(=O)NCc3ccc(F)c(F)c3)c3occc23)c(C)c1	0%	-17%	24%	-64%[inhibitor]	u	-1%	13%	x	i
C#CCN(Cc1ccccc1)S(=O)(=O)C=C	-9%	-28%	-6%	-30%	u	-15%	26%	0%	i
C/C(=C/c1ccccc1)C(=O)N1CC(C)OC(C)C1 (stereo not drawn)	-5%	-13%	-26%	-8%	6%	1%	-14%	0%	i
COc1cc(C)c(CN2CCN(c3ncccn3)CC2)cc1C	-3%	-3%	-9%	-13%	-25%	3%	-9%	x	i
O=[N+]([O-])c1cccc(Cl)c1NCCNS(=O)(=O)c1ccccc1	0%	10%	14%	i	-10%	-14%	u	-1%	i
Cc1c(C(=O)N2CCN(c3ccccn3)CC2)cccc1[N+](=O)[O-]	0%	16%	-1%	-7%	19%[7.66 µM]	7%[7.66 µM]	13%	1%	i
CCc1c(C)nc2c(OC)cccc2c1Cl	9%	u	-46%	-44%[inhibitor]	20%	-2%	u	-3%	i
CC1(c2ccccc2Cl)NC(=O)N(CC(=O)Nc2ccc(N3CCCCC3)cc2)C1=O (stereo not drawn)	0%	-8%	17%	-28%	u	-27%	16%	-3%	i
CCOc1ccccc1OCCn1ncc2ccc(OC)c(OC)c2c1=O	7%	-7%	6%	i	17%	5%	22%	1%	i
N#Cc1cccnc1N1CCN(C(=O)c2ccco2)CC1	-5%	-3%	13%	i	16%	-1%	-3%	0%	i
O=C(c1cc2nc(-c3ccccc3)cc(C(F)(F)F)n2n1)N1CCN2CCCC2C1 (stereo not drawn)	1%	-4%	14%	-14%	-18%	5%	-6%	0%	i
Cc1ccc(C2Nc3ccccc3C(=O)N2Cc2ccco2)cc1 (stereo not drawn)	-7%	-20%	20%	-3%[57.5 µM]	u	u	9%	-3%	i
CC(C)(C)c1csc(N/N=C/c2ccc(O)cc2)n1	2%	31%	13%	-18%	u	-8%	u	1%	i
Cc1cccc(C(=O)OCC(=O)N2CCc3ccccc3C2)c1O	7%	-6%	x	-90%[inhibitor]	u	-9%	3%	-2%	i
O=C(CCC(=O)Nc1ccccc1Cl)NNC(=O)C1CCCCC1	-4%	-1%	-5%	-18%	6%	2%	22%	1%	i

Full records as entered above. Order of screens: aSyn rescue	Abeta rescue	FUS yeast rescue	PTHR1 agonist	GLP1R inv ag	HEK293 tox	TDP43 rescue	MmCpn inh	pAkt inh
CCOc1ccccc1OCCn1ncc2ccc(OC)c(OC)c2c1=O as listed: 7%	-7%	6%	i	17%	5%	22%	1%	i
CC(C)(C)c1csc(N/N=C/c2ccc(O)cc2)n1 as listed: 2%	31%	13%	-18%	u	-8%	u	1%	i

A portion of the library; count on the stated rates, not on these rows.
